RXFP1 agonist – agonists of human relaxin receptor RXFP1; Q9HBX9; HEK293T-RXFP1 cAMP TR-FRET, 30 min; response scale: percent of porcine relaxin response, buffer zero; Potency, µM (titrated, usually from 57.5 µM), without a hit: at the highest dose activation, usual class: activators; 370,000 compounds, 0.3% hits; AID 2676; also: potency is read from the fitted curve at half-maximal effect; % is scaled to controls: 0 for no effect and ±100 for the full control effect; nearly all actives have a fitted effect of over 60% in size; many of its hits are not listed in these tables
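Agonist response is measured as cAMP accumulation in an RXFP1-transfected HEK293T line under PDE4 inhibition. Values are scaled between buffer-only and 29 nM porcine relaxin, and EC50s come from standard Hill equation fits.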
D1 antag – human D1 dopamine receptor antagonism. activity change, negative = inhibition, % at 10 µM. 360,000 compounds, 3.2% hits. HEK293 TREx D1 cells, calcium flux, dopamine EC80; hits give low values. AID 504652; in the data active = activity change below about -30%; also: % is scaled to controls: 0 for no effect and ±100 for the full control effect
Target sequence (P21728 whole entry, looked up): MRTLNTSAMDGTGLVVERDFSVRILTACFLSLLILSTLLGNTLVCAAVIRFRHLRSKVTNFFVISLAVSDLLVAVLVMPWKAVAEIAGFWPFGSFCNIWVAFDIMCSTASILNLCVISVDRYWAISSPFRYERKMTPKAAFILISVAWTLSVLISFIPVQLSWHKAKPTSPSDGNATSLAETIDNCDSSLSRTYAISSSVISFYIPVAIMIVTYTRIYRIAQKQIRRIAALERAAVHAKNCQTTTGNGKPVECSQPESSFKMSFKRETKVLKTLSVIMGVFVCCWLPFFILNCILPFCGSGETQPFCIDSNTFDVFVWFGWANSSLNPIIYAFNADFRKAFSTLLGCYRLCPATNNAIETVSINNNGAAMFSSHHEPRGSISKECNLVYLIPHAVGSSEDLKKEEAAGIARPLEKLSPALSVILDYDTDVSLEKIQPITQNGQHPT
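Allosteric or orthosteric antagonism assessed as attenuation of the calcium response to EC80 dopamine, added 180 s after compound, in induced HEK293 Trex D1 cells loaded with no-wash calcium dye.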
TRHR agonist – agonists of human TRH receptor; 360,000 compounds, 0.18% hits; activation, % at 2 µM; AID 493084; TRHR cells, calcium flux fluo-8, FDSS agonist mode; P34981; in the data active = activation above about 30%; also: 0% is about no effect
Target sequence (P34981 whole entry, looked up): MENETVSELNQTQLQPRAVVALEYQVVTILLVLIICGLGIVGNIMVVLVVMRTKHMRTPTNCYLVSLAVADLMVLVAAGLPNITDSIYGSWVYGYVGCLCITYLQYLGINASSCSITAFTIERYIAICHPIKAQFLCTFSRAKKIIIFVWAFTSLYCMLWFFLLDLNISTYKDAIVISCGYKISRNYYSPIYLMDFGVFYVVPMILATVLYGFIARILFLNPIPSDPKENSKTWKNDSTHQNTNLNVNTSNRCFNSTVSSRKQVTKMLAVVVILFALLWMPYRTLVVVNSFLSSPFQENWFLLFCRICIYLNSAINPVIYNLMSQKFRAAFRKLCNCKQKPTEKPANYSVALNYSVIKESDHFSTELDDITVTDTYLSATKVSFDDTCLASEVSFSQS
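Fluo-8-loaded TRHR cells; 10 s baseline, compound added, kinetic Ca2+ fluorescence read 1/s, agonist mode.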
TRHR PAM – allosterically enhances the human TRH receptor. P34981. TRHR cells, fluo-8 calcium fluorescence, EC20 TRH enhancement. enhancement, % at 2 µM. 360,000 compounds, 0.66% hits; in the data active = enhancement above about 30%; also: 0% is about no effect
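TRHR-expressing cells loaded with fluo-8 calcium dye were read kinetically (ex 480/em 530) during compound addition, then stimulated with an EC20 of TRH (10 nM final). Enhancement of the Gq-mediated intracellular calcium response was scored.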
Anesthetic bind – binds horse apoferritin like a general anesthetic | Potency, µM (highest dose often 77.5 µM), for the others: top-dose activity change, negative = displacement, hits mostly inhibitors | P02791 | apoferritin/1-aminoanthracene competitive binding, fluorescence | 350,000 compounds, 0.074% hits; also: potency is read from the fitted curve at half-maximal effect; % is scaled to controls: 0 for no effect and ±100 for the full control effect; nearly all actives have a fitted effect of over 20% in size
Target sequence (P02791 2-175 limits assumed): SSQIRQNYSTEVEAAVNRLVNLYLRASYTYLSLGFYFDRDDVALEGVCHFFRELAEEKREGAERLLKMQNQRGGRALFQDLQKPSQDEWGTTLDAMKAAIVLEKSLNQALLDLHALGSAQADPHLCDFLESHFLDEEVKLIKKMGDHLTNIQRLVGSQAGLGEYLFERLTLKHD
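Steps: apoferritin (10 uM) was premixed with half-saturated 1-AMA in PBS, compounds were pin-transferred, plates stood 10 min at room temperature, fluorescence was read at 380/535 nm, and curves were fitted with a Hill equation.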
D1 agonist – activates the human D1 dopamine receptor | 360,000 compounds, 1% hits | HEK293 T-REx D1 cells, calcium flux, agonist mode | P21728 | activation, % at 2 µM | AID 504660; in the data active = activation above about 30%; also: 0% is about no effect
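Inducible HEK293 T-REx D1 cells, force-coupled to calcium signalling, were plated at 4000 cells/well with tetracycline and held overnight at 30 C. After no-wash calcium dye loading, compound-evoked calcium rise over 180 s flagged agonists.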
D2 PAM – D2 dopamine receptor (human) potentiation. P14416. HEK293 T-REx D2, calcium flux, EC20 dopamine potentiation. potentiation, % at 10 µM. 340,000 compounds, 0.34% hits. AID 485347;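 active = potentiation over 3 SD above the plate norm, cut at about 30% in these data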; also: 0% is about no effect
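Primary screen. Calcium kinetics in induced HEK293 T-REx D2 cells: compound pre-addition 180 s, EC20 dopamine, 180 s more.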
D1 PAM – enhances dopamine response at the human D1 receptor | potentiation, % at 10 µM | HEK293 TREx D1 cells, calcium flux, dopamine EC20 potentiation | AID 504651 | 360,000 compounds, 0.036% hits | P21728; in the data active = potentiation above about 30%; also: 0% is about no effect
RXFP1 antagonist – RXFP1 (human) relaxin receptor antagonism. Q9HBX9. HEK293-RXFP1, relaxin-stimulated cAMP HTRF, 30 min; hits give low values. activity change, negative = inhibition, % at 57.5 µM. 350,000 compounds, 0.59% hits;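 active = activity change of -60% or lower, but not beyond a set lower limit; inconclusive = change between -60% and -40%, or beyond the set limit; inactive = change above -40%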; also: % is scaled to controls: 0 for no effect and ±100 for the full control effect
* hit, by the source's call; u = inconclusive; x = no result given. Unless noted, calls follow the shape of the dose curve; as a rule, active = well fitted curve in the direction sought with a large enough effect; inconclusive = small, poorly fitted or top-dose-only effect, or another doubt; inactive = no such curve, though single readings can be large; an effect the other way counts as inactive or inconclusive.

SMILES | RXFP1 agonist | D1 antag | TRHR agonist | TRHR PAM | Anesthetic bind | D1 agonist | D2 PAM | D1 PAM | RXFP1 antagonist
COCCn1c(CCC(=O)O)nc2c1c(=O)[nH]c(=O)n2CC(C)C | -0.1% | -9 | 0.2 | 3 | -8% | 2 | 9 | -9 | 5
CC(=O)NC1C(Oc2ccccc2C)OC2COC(c3ccco3)OC2C1O (stereo not given) | -1.1% | 1 | 0.7 | -5 | 1% | 3 | 9 | -4 | -12
Cc1ccc(Cl)c(OCC(=O)Nc2cc(S(=O)(=O)N3CCOCC3)ccc2N2CCCC2)c1 | 1.2% | -18 | 0.1 | -1 | -9% | 1 | 4 | 2 | -16
Cn1nc(C(C)(C)C)cc1C(=O)NCc1cc(F)cc2c1OCOC2 | 1.2% | -28 | -0.1 | 8 | -8% | 14 | 11 | -9 | 0
NS(=O)(=O)c1ccc(CCNc2nc3c(-c4cccc(F)c4)nnn3c3ccccc23)cc1 | 4.6% | 15 | 0.2 | -10 | -3% | 1 | 9 | 2 | -4
Cc1cc(NC(=O)CSc2nnc(COc3ccccc3)n2Cc2ccco2)no1 | 0.9% | 0 | 0.3 | -5 | 6% | 0 | -11 | 1 | 3
COc1ccccc1OCCSc1nc(N)cc(N)n1 | -0.7% | -84* | 0.0 | 3 | -7% | 0 | 5 | -9 | 12
N=C1/C(=C\c2coc3ccccc3c2=O)C(=O)N=C2SC(c3ccncc3)=NN12 | 0.0% | -31* | 146* | 33* | -8% | 256* | -8 | -2 | -31
COc1cc(OC)c(OC)cc1/C=C/c1nc2cc3ccccc3cc2c(=O)n1-c1ccc(F)cc1F | 2.1% | 10 | 9.5 | -2 | 5% | 42* | -7 | 2 | -19
CCCCCS(=O)(=O)c1oc(-c2cccs2)nc1S(=O)(=O)c1ccc(C)cc1 | -0.2% | -22 | 1.6 | -5 | -2% | 5 | 8 | -1 | 5
Cc1cc(C)c(C)c(OCC(=O)N2CCCCCC2)c1 | 1.5% | -8 | -0.5 | 1 | 20µM* | 2 | 3 | -1 | 0
COCCn1c(SCC(=O)N2CCCC2=O)nc2sc(C)c(C)c2c1=O | 0.9% | 6 | 0.3 | 14 | x | 4 | 12 | 3 | 18
N#Cc1ccc(OCC(O)CN2CCN(C(c3ccccc3)c3ccccc3)CC2)cc1 (stereo not given) | -0.7% | 3 | 0.4 | 4 | -4% | 5 | 0 | 20 | -39
CCOC(=O)/C(=C/c1ccc(N2CCC(c3ccccc3)=N2)cc1)C(C)=O | 0.7% | -23 | 46* | -1 | -9% | 105* | -24 | -6 | -14
CC[C@]1(O)CC2CN(CCc3c([nH]c4ccccc34)[C@@](C(=O)OC)(c3cc4c(cc3OC)N(C=O)[C@H]3[C@@](O)(C(=O)OC)[C@H](OC(C)=O)[C@]5(CC)C=CCN6CC[C@]43[C@@H]65)C2)C1 (stereo not given in full) | 2.5% | 13 | -0.2 | 19 | -6% | 0 | 4 | -7 | x
Cc1ccc(-c2[nH]nc3c2C(C)C(C#N)=C(N)O3)cc1 (stereo not given) | -1.4% | -16 | 0.0 | 1 | -2% | 0 | -3 | -5 | 5
CCc1nc(N2CCN(C(=O)c3ccccc3)CC2)c2c3c(sc2n1)CCCC3 | 3.8% | 1 | -1.4 | -8 | -10% | 2 | -5 | -7 | 5
COc1ccc(C(=O)Nc2cc(C)cc(C)c2)cc1S(=O)(=O)N1CCOCC1 | 0.4% | -6 | 0.0 | -5 | -14% | 3 | -4 | -1 | 2
COc1ccccc1CNC(=O)c1c(O)nc2c(C)cccn2c1=O | -0.3% | 6 | -0.4 | 3 | -14% | 1 | 10 | -2 | x
CCOc1ccccc1NS(=O)(=O)c1ccc2[nH]c(=O)[nH]c2c1 | 2.7% | 3 | 0.4 | -10 | 3% | 0 | 17 | -1 | 16
CCCCC(=O)Nc1ccccc1C(C)C | 1.2% | 8 | 1.6 | 3 | -5% | 1 | 6 | -8 | x
O=C(Nn1c(SCc2ccc([N+](=O)[O-])cc2)nc2ccccc2c1=O)c1ccc(F)cc1 | 0.0% | -21 | -0.3 | -7 | -20% | 6 | 3 | -2 | -33
Cc1ccc(OCCN2C(=O)C(=O)c3cc(C)ccc32)cc1 | -1.4% | 2 | 0.1 | -17 | u | 3 | 4 | -2 | -6
Cc1cc(C(=O)CSc2nnnn2C)c(C)n1-c1ccc2c(c1)OCCO2 | -0.8% | -22 | -1.0 | 0 | -6% | 4 | 25 | -7 | 10
CC(CC(=O)NC1CCCCC1)S(=O)(=O)c1ccc2c(c1)NC(=O)CO2 (stereo not given) | -1.1% | 5 | 1.1 | 8 | -1% | 2 | 9 | -2 | 3
O=C(NCc1ccco1)c1cc2ccc(O)cc2oc1=O | 7.5% | -16 | -0.2 | 4 | x | 18 | 0 | 0 | 7
O=C(/C(=N\O)n1cncn1)c1ccc(Br)cc1Br | -0.1% | 4 | -0.3 | 3 | 4% | 0 | 16 | 1 | -4
COC(=O)C1CCN(S(=O)(=O)Cc2ccccc2Cl)CC1 | -0.3% | -2 | 0.0 | -4 | -7% | 2 | 8 | 2 | 6
COc1ccc(Cl)cc1NC(=O)CN(c1ccccc1)S(=O)(=O)N(C)C | 2.3% | -3 | 0.2 | -1 | 6% | 3 | 5 | -4 | -5
O=C(CCSCc1cnn(-c2ccccc2)c1-n1cccc1)NCc1ccc(Cl)cc1 | 1.5% | -52* | -0.9 | -6 | -1% | -1 | 5 | 1 | -3
O=C(c1cc(-c2ccc(Cl)cc2)on1)N1CCN(c2ccc(F)cc2)CC1 | 3.5% | -5 | 0.9 | 1 | 3% | 1 | -3 | 14 | -7
CSc1cccc(NS(=O)(=O)c2ccccc2)c1 | -0.6% | -14 | -1.1 | -5 | u | 1 | 4 | -4 | 9
Cc1ccc(NC(=S)N2CCN(S(C)(=O)=O)CC2)cc1C | 0.3% | 7 | 0.1 | 2 | -8% | 1 | 2 | -5 | 0
Cc1cc(=O)oc2c3c(cc(OCC(=O)NCc4ccco4)c12)OC(C)(C)CC3 | 4.0% | -22 | -1.0 | -5 | -17% | 3 | -11 | -7 | x
Cc1cc(Nc2ccc(Br)cc2)n2nc(C)nc2n1 | -0.6% | 0 | -0.8 | -3 | 5% | 3 | 0 | -4 | -32
CSc1ccc(NC(=O)Nc2cccn(Cc3ccccc3F)c2=O)cc1 | 4.6% | -1 | 0.2 | -2 | -3% | 4 | -3 | -2 | -9
CCCCCOc1ccc(C2C(C(=O)c3ccc(C)o3)=C(O)C(=O)N2c2cc(C)on2)cc1 (stereo not given) | u | 7 | 0.7 | 10 | -53% | 6 | 15 | 2 | -3
CCN1CCN(c2cc3c(cc2F)c(=O)c(S(=O)(=O)c2ccc(OC)cc2)cn3CC)CC1 | 1.5% | 0 | 0.5 | 18 | 7% | -1 | 4 | 3 | -21
CC(C(=O)c1ccccc1)n1cnc2ccccc2c1=O (stereo not given) | 0.7% | 4 | -0.7 | 0 | 1% | 4 | -5 | 8 | 8
CC(C)Cn1c(-c2ccco2)nc2c(c(=O)c3ccccc3n2C)c1=O | 3.3% | -17 | 6.0 | -10 | u | 6 | 7 | -5 | x
CC(=O)Cc1nsc(NC(=O)c2ccco2)n1 | 3.1% | -5 | 0.4 | 6 | 12% | 2 | 0 | -7 | 0
CCOC(=O)c1cnc(SC2CC(=O)N(c3cccc(OC)c3)C2=O)nc1N (stereo not given) | 6.8% | -11 | -0.7 | 5 | -16% | 2 | -7 | 9 | -4
Cc1c(NC(=O)c2ccc(F)cc2)c(=O)n(-c2ccccc2)n1C | 0.2% | 4 | 2.8 | -6 | -8% | 6 | 7 | x | x
CCOC(=O)/C=C/c1cnn(-c2ccccc2)c1 | 0.4% | 3 | -0.2 | 9 | -18% | 4 | 3 | -13 | -2
O=C1CN(C(=O)COc2ccc(Cl)cc2Cl)c2ccccc2N1 | 1.3% | 8 | 0.3 | 0 | 1% | 0 | -4 | -5 | -10
COc1ccc(NC(=O)CN(C)C(=O)c2cc(-c3ccco3)nc3ccccc23)cc1 | 1.1% | -19 | 0.0 | 7 | x | 0 | 8 | -6 | -7
COc1ccccc1NC(=S)N(CCCN1CCOCC1)Cc1cn(C)c2ccccc12 | 3.5% | -6 | 0.4 | 4 | -11% | 0 | -2 | -3 | -2

Eleven compounds out of the list, arranged by molecular weight, highest first:
SMILES | RXFP1 agonist | D1 antag | TRHR agonist | TRHR PAM | Anesthetic bind | D1 agonist | D2 PAM | D1 PAM | RXFP1 antagonist
CC[C@]1(O)CC2CN(CCc3c([nH]c4ccccc34)[C@@](C(=O)OC)(c3cc4c(cc3OC)N(C=O)[C@H]3[C@@](O)(C(=O)OC)[C@H](OC(C)=O)[C@]5(CC)C=CCN6CC[C@]43[C@@H]65)C2)C1 (stereo not given in full) | 2.5% | 13 | -0.2 | 19 | -6% | 0 | 4 | -7 | x
COc1cc(OC)c(OC)cc1/C=C/c1nc2cc3ccccc3cc2c(=O)n1-c1ccc(F)cc1F | 2.1% | 10 | 9.5 | -2 | 5% | 42* | -7 | 2 | -19
Cc1ccc(Cl)c(OCC(=O)Nc2cc(S(=O)(=O)N3CCOCC3)ccc2N2CCCC2)c1 | 1.2% | -18 | 0.1 | -1 | -9% | 1 | 4 | 2 | -16
NS(=O)(=O)c1ccc(CCNc2nc3c(-c4cccc(F)c4)nnn3c3ccccc23)cc1 | 4.6% | 15 | 0.2 | -10 | -3% | 1 | 9 | 2 | -4
COc1ccc(C(=O)Nc2cc(C)cc(C)c2)cc1S(=O)(=O)N1CCOCC1 | 0.4% | -6 | 0.0 | -5 | -14% | 3 | -4 | -1 | 2
Cc1cc(=O)oc2c3c(cc(OCC(=O)NCc4ccco4)c12)OC(C)(C)CC3 | 4.0% | -22 | -1.0 | -5 | -17% | 3 | -11 | -7 | x
O=C(c1cc(-c2ccc(Cl)cc2)on1)N1CCN(c2ccc(F)cc2)CC1 | 3.5% | -5 | 0.9 | 1 | 3% | 1 | -3 | 14 | -7
CSc1ccc(NC(=O)Nc2cccn(Cc3ccccc3F)c2=O)cc1 | 4.6% | -1 | 0.2 | -2 | -3% | 4 | -3 | -2 | -9
CCOc1ccccc1NS(=O)(=O)c1ccc2[nH]c(=O)[nH]c2c1 | 2.7% | 3 | 0.4 | -10 | 3% | 0 | 17 | -1 | 16
O=C(NCc1ccco1)c1cc2ccc(O)cc2oc1=O | 7.5% | -16 | -0.2 | 4 | x | 18 | 0 | 0 | 7
CCCCC(=O)Nc1ccccc1C(C)C | 1.2% | 8 | 1.6 | 3 | -5% | 1 | 6 | -8 | x

This is a subset; rates above refer to the full screens.
